FN deposition inh: fibronectin deposition inhibition; AH1F fibroblasts, Alexa488-fibronectin deposition fluorescence, overnight; inhibition, % at 12.6 µM; 350,000 tested, 0.086% active; AID 743247;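 active means mean inhibition across replicates of 30% or more, regardless of how many single replicates reach that level; inconclusive means mean under 30% yet at least half of replicates reach 30%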;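 further: positive control wells lacked labelled fibronectin entirely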
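Schedule: 1 h cell adhesion before compound, then overnight fibronectin incubation; test system: AH1F fibroblast monolayer depositing Alexa488-labelled fibronectin into matrix; quantity: 10000 AH1F cells per well; probe or stimulus: fluorescent fibronectin at 24 nM final; signal: fluorescence, ex 485 nm, em 525 nm; evaluation: percent inhibition as loss of matrix-bound fibronectin fluorescence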
PGC1a acetyl inh: lowers PGC1a acetylation signal in U2OS cells; inhibition, % at 15.6 µM; 350,000 tested, 0.17% active; AID 651687; AlphaScreen anti-acetyl-lysine; with virally co-expressed GCN5 acetyltransferase;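 active means every replicate shows inhibition of at least 40%; inconclusive means mean inhibition at least 40% but some replicate below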;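 further: 0% = neutral control wells and 100% = positive control wells; some results beyond the cut were filed as inactive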
PAX8 reporter: PAX8 transcriptional activity inhibition; AID 652154; RMG-I TPO-luciferase reporter, SteadyGlo, 24 h; 360,000 tested, 1.2% active; inhibition, % at 12.6 µM;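 active means mean replicate inhibition at least 60% with every replicate also reaching 60%; inconclusive means only one of the two criteria is met; inactive means mean below 60% and not all replicates reaching 60%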;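 further: luciferase light reporting Pax8 driven TPO promoter activity; plate controls were median of neutral control wells for no effect and mitoxantrone controls for full effect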
S100A4 inh HTS: blocks human S100A4 binding to myosin IIA peptide; P26447; inhibition, % at 10.7 µM; S100A4/TAMRA-MyoIIA peptide fluorescence polarization; 360,000 tested, 0.14% active;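 active means mean inhibition of at least 70% across replicates, with every replicate also reaching that level; inconclusive means mean inhibition reaches 70% but some replicates fall short; inactive means mean inhibition below 70%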
Target sequence (P26447 whole entry, looked up): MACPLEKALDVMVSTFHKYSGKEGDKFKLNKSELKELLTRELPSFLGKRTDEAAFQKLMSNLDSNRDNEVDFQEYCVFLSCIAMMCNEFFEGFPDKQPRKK
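Assay system: human S100A4 monomer with TAMRA-labelled myosin IIA peptide / Buffer or medium: Calcium-containing HEPES buffer, pH 7.2 / Reagent: TAMRA-labelled myosin IIA heavy-chain peptide probe, 5 nM / Compound: one dose per compound / Timing: polarization read 5 min after assay mix addition, stable 5–60 min / Benchmarks: neutral control DMSO, positive control TFP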
ERAP1 inh: inhibitors of human ERAP1 aminopeptidase; Q9NZ08; recombinant ERAP1, Leu-AMC fluorescence, 60 min; inhibition, % at 10.7 µM; 340,000 tested, 0.15% active;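 active means mean replicate inhibition of at least 30%, or all replicates individually reaching that 30% level; inactive means mean below 30% and not every replicate reaching it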;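 further: 0% = neutral control wells and 100% = L-leucinethiol positive control wells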
Target sequence (Q9NZ08 whole entry, looked up): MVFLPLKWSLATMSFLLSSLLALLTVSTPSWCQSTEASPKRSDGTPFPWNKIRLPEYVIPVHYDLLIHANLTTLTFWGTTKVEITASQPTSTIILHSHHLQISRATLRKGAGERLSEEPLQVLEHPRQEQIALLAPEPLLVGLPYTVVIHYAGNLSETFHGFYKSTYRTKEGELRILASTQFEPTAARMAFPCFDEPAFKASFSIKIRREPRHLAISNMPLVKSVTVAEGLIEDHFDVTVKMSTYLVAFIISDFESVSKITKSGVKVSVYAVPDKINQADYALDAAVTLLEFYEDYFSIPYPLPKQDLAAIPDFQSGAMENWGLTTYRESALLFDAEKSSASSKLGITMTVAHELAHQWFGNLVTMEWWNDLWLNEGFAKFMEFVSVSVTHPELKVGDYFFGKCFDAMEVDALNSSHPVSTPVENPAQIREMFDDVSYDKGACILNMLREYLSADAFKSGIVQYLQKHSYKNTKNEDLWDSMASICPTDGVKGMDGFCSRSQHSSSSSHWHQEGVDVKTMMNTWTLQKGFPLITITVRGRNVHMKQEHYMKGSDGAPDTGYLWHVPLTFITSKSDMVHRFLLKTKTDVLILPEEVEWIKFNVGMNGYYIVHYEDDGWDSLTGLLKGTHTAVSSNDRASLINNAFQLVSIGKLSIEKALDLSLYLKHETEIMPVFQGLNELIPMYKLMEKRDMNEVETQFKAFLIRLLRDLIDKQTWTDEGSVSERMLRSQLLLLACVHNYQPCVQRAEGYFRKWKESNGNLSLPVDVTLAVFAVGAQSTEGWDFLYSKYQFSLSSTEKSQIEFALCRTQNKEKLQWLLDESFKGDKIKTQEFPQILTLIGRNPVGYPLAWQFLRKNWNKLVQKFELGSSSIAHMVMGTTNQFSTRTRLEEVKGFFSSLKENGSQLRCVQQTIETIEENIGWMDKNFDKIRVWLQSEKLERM
LGR2 inh: blocks bursicon-induced cAMP signaling via Drosophila LGR2; inhibition, % at 9.99 µM; HEK293 LGR2, CRE-luciferase, bursicon-stimulated, 4 h; 380,000 tested, 0.35% active;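 active means drop in luminescence signal, shown as inhibition above about 50% in the replicate tests, limit read from the data, passing the limit was not always enough; inconclusive means probably only some replicates passing the limit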;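 further: agonist challenge used bursicon conditioned medium at about half maximal strength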
PglD DTNB: inhibitors of Campylobacter jejuni PglD acetyltransferase; purified PglD enzyme, DTNB colorimetric CoA detection; inhibition, % at 12.5 µM; 360,000 tested, 0.098% active; AID 602405; in the data active means inhibition above about 16%, passing the limit was not always enough; inconclusive means no clear call, values can overlap the other calls; further: strong numbers were not always called active
EWS-Fli inh: EWS/Fli transcriptional activity inhibition. inhibition, % at 12.6 µM. 350,000 tested, 0.67% active. A673 NR0B1-luciferase reporter, viability-normalised. AID 651661;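 active means mean inhibition of at least 50% after viability correction, with every replicate also passing that limit; inconclusive means mean reaches 50% but only one of two replicates passes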;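 further: firefly luciferase signal divided by Alamar Blue viability fluorescence both relative to DMSO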
* hit, by the source's call; ? = inconclusive; · = no result given; & = joins results of further samples; ! = repeats disagree. Rows are unselected. Share with any hit: about 2.1%.

SMILES	FN deposition inh	PGC1a acetyl inh	PAX8 reporter	S100A4 inh HTS	ERAP1 inh	LGR2 inh	PglD DTNB	EWS-Fli inh
CCN(C(=O)COC(=O)c1c(C)c(-c2ccccc2)nc2ccccc12)C1CCS(=O)(=O)C1 (stereo unspecified)	5	-2	-11	0	0	-8	-1	-23
NCC[C@H]1CC[C@H](NC(=O)c2ccccc2F)[C@@H](CO)O1	9	2	·	-7	2	-1	0	·
Cc1ccc(NC(=O)C(NC2CCCc3ccccc32)c2ccccc2)cc1Cl (stereo unspecified)	-5	·	17	·	·	-5	4	·
C[C@H]1CN([C@@H](C)CO)C(=O)c2cc(-c3ccc(C(=O)N(C)C)cc3)cnc2O[C@H]1CN(C)C	-14	3	·	-2	0	6	2	1
Cc1cccc(-n2c(C)cc(C(=S)N3CCOCC3)c2C)c1C	-9	13	-5	2	-2	-5	1	15
O=C(NC1CCCC1)[C@H]1[C@H](CO)[C@H]2Cn3c(cccc3=O)[C@@H]1N2CC1CCCC1	·	·	·	6	0	13	-2	8
COc1cccc(CNc2ccc3c(c2)nc(C)n3C)c1OC	9	·	-45	-5	0	-11	-5	-82
CCc1nc2ccccc2c(C(=O)OCC(=O)Nc2ccc(NC(C)=O)cc2)c1C	-6	13	11	-22	0	4	-5	-3
c1ccc(Oc2ccc(-c3ccn[nH]3)cc2)cc1	13	·	-170	2	2	-56	·	-71
C[C@@H]1CN([C@H](C)CO)C(=O)Cc2cc(NS(=O)(=O)c3ccc(F)cc3)ccc2O[C@@H]1CN(C)C(=O)Nc1cccc2ccccc12	3	10	13	9	-3	-7	-2	7
O=C(OCCNc1nc(-c2ccccc2)nc2ccccc12)c1ccncc1	2	·	11	-6	3	·	-1	9
CC(=O)Nc1sc(-c2ccc(Cl)cc2)nc1-c1ccccc1	0	-3	0	-3	0	0	·	-9
CCOc1ccc(S(=O)(=O)NCCC(=O)OCC(=O)c2ccc(NC(C)=O)cc2)cc1	-2	4	-3	-3	-3	17	·	5
O=C(NCCCN1CCOCC1)C(=O)N/N=C/c1ccccc1Cl	-23	·	7	5	4	-8	·	0
O=C(COc1cc2oc(=O)cc(-c3ccccc3)c2cc1Cl)NCC1CCC(C(=O)O)CC1 (stereo unspecified)	·	5	·	-6	-7	1	-1	2
CCNc1ccc(S(=O)(=O)N(C)C)cc1NCC(=O)Nc1ccccc1Cl	-14	-15	20	-2	-3	3	-10	-27
CCCN1CCC(NC(=O)CCc2nnc(-c3ccccc3)o2)CC1	4	1	-16	·	·	-1	-1	·
CNC(C)C(=O)NC(C(=O)NC(C)C(=O)Nc1cccc2ccccc12)C(C)C (stereo unspecified)	4	-8	-3	-5	·	9	10	-4
CCN1CCN(C(=S)Nc2ccsc2C(=O)OC)CC1	0	5	-11	0	5	6	·	-5
COCCNC(=O)C[C@H]1C[C@H]2c3cc(NC(=O)NC4CCCC4)ccc3O[C@H]2[C@@H](CO)O1	·	6	·	-7	-1	0	-1	-4
O=S(=O)(c1cc(Cl)ccc1Cl)N1CCNCC1	-9	-6	0	·	·	·	1	·
Cc1ccccc1OCCNC(=O)CNC(=O)c1ccccc1O	·	-19	·	-7	1	21	2	10
Cc1ccc(S(=O)(=O)N[C@@H]2CC[C@@H](CCNC(=O)Nc3ccc(Cl)cc3)O[C@H]2CO)cc1	·	3	1	22	1	0	0	-20
COc1ccccc1C(=O)Nc1ccc(Oc2nnc(-c3ccc(C)cc3)c3ccccc23)cc1	-6	1	-5	·	·	23	4	·
COc1ccc(C(=O)COC(=O)[C@@H](NS(=O)(=O)c2ccccc2)C(C)C)cc1	10	-17	-15	-3	5	4	6	-4

A run of entries taken from the entries so far:
SMILES	FN deposition inh	PGC1a acetyl inh	PAX8 reporter	S100A4 inh HTS	ERAP1 inh	LGR2 inh	PglD DTNB	EWS-Fli inh
COc1ccccc1C(=O)Nc1ccc(Oc2nnc(-c3ccc(C)cc3)c3ccccc23)cc1	-6	1	-5	·	·	23	4	·
COc1ccc(C(=O)COC(=O)[C@@H](NS(=O)(=O)c2ccccc2)C(C)C)cc1	10	-17	-15	-3	5	4	6	-4

Reprinted at random: two entries already listed
SMILES	FN deposition inh	PGC1a acetyl inh	PAX8 reporter	S100A4 inh HTS	ERAP1 inh	LGR2 inh	PglD DTNB	EWS-Fli inh
CCNc1ccc(S(=O)(=O)N(C)C)cc1NCC(=O)Nc1ccccc1Cl	-14	-15	20	-2	-3	3	-10	-27
O=S(=O)(c1cc(Cl)ccc1Cl)N1CCNCC1	-9	-6	0	·	·	·	1	·

Continuation:
SMILES	FN deposition inh	PGC1a acetyl inh	PAX8 reporter	S100A4 inh HTS	ERAP1 inh	LGR2 inh	PglD DTNB	EWS-Fli inh
CCc1nnc(NS(=O)(=O)c2ccc(NC(=O)c3ccc(S(=O)(=O)N(CC)CC)cc3)cc2)s1	-6	10	14	5	-1	-5	1	9
Cc1ccc2oc(=O)c3cnn(CC(=O)N4CCCCC4C)c3c2c1 (stereo unspecified)	6	·	-4	-1	4	4	-1	3
CCOC(=O)Nc1ccccc1N1C(=O)c2ccccc2C1=O	1	6	-12	·	·	·	-3	·
C[C@@H]1CN([C@@H](C)CO)C(=O)c2cc(NS(=O)(=O)c3cccs3)ccc2O[C@@H](C)CCCCO[C@@H]1CN(C)C(=O)Nc1ccc(C(F)(F)F)cc1	·	-12	42	-12	0	-5	·	32
COc1cccc(S(=O)(=O)N[C@H]2C=C[C@H](CC(=O)NC3CCC3)O[C@H]2CO)c1	10	-14	3	6	1	11	-2	-2
CN(C)S(=O)(=O)c1ccc(NC(=O)Cn2c(-c3ccccc3)noc2=O)cc1	·	4	·	-1	-2	8	·	15
CCOC(=O)c1nnn(-c2nonc2N)c1-c1ccc(Br)cc1	2	-11	6	1	-1	?	·	9
Cc1ccc(S(N)(=O)=O)cc1NC(=O)/C=C/c1ccc2c(c1)OCO2	6	-2	8	1	4	-84	·	-27
Cc1cc2nnc(SCC(=O)N3CCOCC3)n2c2ccccc12	-9	·	-9	-8	0	·	4	1
CC(=O)c1ccc(N2CCN(C(=O)c3noc4c3CSc3ccccc3-4)CC2)cc1	3	6	-1	-3	0	4	-1	·
CCCCNC(=O)[C@H](CSCc1ccccc1)N1Cc2ccccc2C1=O	-6	0	11	-3	·	7	-8	5
COc1ccccc1C(=O)NCCC(=O)NCC(c1ccccc1OC)N1CCCC1 (stereo unspecified)	-1	·	·	0	3	7	3	-3
CCCC#Cc1ccc([C@@H]2[C@H]3CN(Cc4ccncc4)CCCCN3[C@H]2CO)cc1	·	0	10	-11	1	-18	7	4
C[C@@H]1CN([C@H](C)CO)C(=O)c2cc(-c3ccncc3)cnc2O[C@H]1CN(C)C(=O)c1ccccc1F	·	1	-6	20	-1	-13	3	-6
CC(=O)Oc1ccccc1C(=O)N1CCN(S(=O)(=O)c2ccc3ccccc3c2)CC1	4	-6	29	-1	-6	5	2	4
O=C(NCc1cccnc1)NC1(c2ccccc2)CC1	1	1	-12	-2	2	-16	-2	-3
COc1ccc(CNC(=O)C(=O)NCC2CCCN2S(=O)(=O)c2cccs2)cc1 (stereo unspecified)	1	·	14	3	0	5	3	0
CC(=O)N[C@H]1C(O)O[C@H](CO)[C@@H](O)[C@@H]1O (stereo partly specified)	1	·	-5	1	1	-5	1	4
COc1cccc(CN2CC3(CN(CC4CCOCC4)C3)c3c([nH]c4cc(OC)ccc34)[C@H]2CO)c1	1	-1	·	-29	1	17	·	1
COc1ccccc1NC(=O)N[C@H]1CC[C@H](CC(=O)NCc2ccc(Cl)c(Cl)c2)O[C@@H]1CO	-14	7	·	-4	2	7	1	·
COc1ccc(-c2coc3cc(OC)ccc3c2=O)cc1	·	8	·	0	2	·	1	-69
CCOC(=O)C(C(=O)OCC)C(Nc1cccc(Br)c1)c1ccccc1 (stereo unspecified)	-3	-6	39	·	·	·	-2	·
Cc1ccc2c(c1)C1CN(C)CCC1N2S(=O)(=O)c1ccc(Oc2ccc([N+](=O)[O-])cc2)cc1 (stereo unspecified)	4&-8	-19	·	17&-3	2	20	-1	14
Cc1cccc(N(C(=O)c2ccc(Cl)cc2)C2CS(=O)(=O)CC2OC(=O)c2ccc(Cl)cc2)c1 (stereo unspecified)	·	-26	·	-27	-1	1	4	10
Cc1cc2c(cc1S(=O)(=O)Nc1cccc(F)c1)n(C)c(=O)c(=O)n2C	4	0	-1	-1	·	6	6	3
Additional compounds follow.
SMILES	FN deposition inh	PGC1a acetyl inh	PAX8 reporter	S100A4 inh HTS	ERAP1 inh	LGR2 inh	PglD DTNB	EWS-Fli inh
NC1=CC(=O)C(=O)c2cccnc21	1	·	117*	-2	3	42	6	57*
Cc1nnnn1/C(=C\c1ccccc1)C(=O)OCC(=O)NC1CCCCC1	9	26	11	1	1	34	-2	9
CC(C)CC(CO)N1CCN(C(=O)c2ccc(Cl)c(Cl)c2)CCC1=O (stereo unspecified)	-4	·	7	0	0	-18	2	-4
C[C@H](CO)N1C[C@H](C)[C@H](CN(C)C(=O)Nc2ccc(C(F)(F)F)cc2)Oc2c(NS(=O)(=O)c3cccs3)cccc2C1=O	·	-12	·	-4	-1	11	-6	-4
Cc1cc(Br)c(S(=O)(=O)NCc2cccnc2)cc1C	1	5	16	-4	-2	19	2	4
COc1cc(CCN(C(=O)c2cccc(S(C)(=O)=O)c2)C(CCc2ccccc2)c2nc3ccccc3[nH]2)cc(OC)c1 (stereo unspecified)	-3	-29	1	-1	-4	-39	3	19
O=C1NC(=Nc2cccc(O)c2)S/C1=C\c1cccc([N+](=O)[O-])c1	-1	·	-49	-3	0	-23	·	-28
Cc1oc(-c2cccs2)nc1CN1CCN(C(C)C)C(CCO)C1 (stereo unspecified)	2	13	17	1	0	-11	·	13
O=S(=O)(NC1=NCCC1)c1cccc(NS(=O)(=O)c2ccc(F)c(Cl)c2)c1	3	11	3	-2	-1	14	-1	6
O=C(NNC(=O)c1cccc(Cl)c1)NNC(=O)c1cccc(Cl)c1	8	-3	-11	3	1	-12	-7	-1
Cc1cc(C)c(S(=O)(=O)c2cccc(Br)c2C)c(Cl)n1	-9	6	5	-6	-3	-8	-2	-15
Cc1ccccc1-c1ccc(C2[C@@H]3CN(C(=O)c4ccc(F)cc4)C[C@H]2N3)cc1 (stereo partly specified)	2&-3	-11&-45	65*!	1&-8	2&8	14&32	·	-3&-6
COc1ccc(N2CCN(C(=O)C(=O)c3cccc([N+](=O)[O-])c3)CC2)cc1	9	·	12	2	1	-5	·	-4
CCCC(=O)Nc1ccc2c(c1)C(=O)N(C)C[C@H](OC)[C@@H](C)CN(Cc1ccc(-c3ccccn3)cc1)[C@H](C)CO2	11	0	-40	2	1	11	-6	3
CCS(=O)(=O)N1[C@H](CO)[C@@H](c2ccc(C#CC(C)C)cc2)[C@@H]1C#N	-6	1	-2	-8	3	-20	0	0
N#C/C(=C(/O)COc1ccccc1)c1nc2ccccc2s1	-3	-6	-4	3	4	2	-4	-7
CNC(=O)/C(C#N)=C1/SC(Cc2ccc(F)cc2)C(=O)N1c1ccccc1 (stereo unspecified)	0	7	-4	-3	1	·	·	5
Cc1noc(C)c1NC(=O)N(C)C[C@H]1OCCCC[C@@H](C)Oc2ccc(NC(=O)C3CCCCC3)cc2C(=O)N([C@H](C)CO)C[C@@H]1C	·	-4	3	8	3	-11	0	6
Cn1cc(S(=O)(=O)N2CCc3ccccc32)cc1C(=O)NC(C)(C)C	-7	5	31	-3	-2	16	-2	21
